TRPC6 inhibitor: inhibitors of mouse TRPC6 channel | HEK293-TRPC6, membrane potential dye, ACh-evoked depolarization; active compounds read low | B-score at 10 µM | 310,000 compounds, 1.1% hits;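 active = B-score under library mean minus 3 SD, initial fluorescence not abnormally high, positive integrated signal ratio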;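 note: B-score derived from integrated fluorescence ratio over the kinetic read; more negative B-score means stronger inhibition of depolarization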
HIF act: HIF pathway transcriptional activation. U2OS HRE-luciferase reporter, luminescence; normalized: DMSO 0%, desferrioxamine 100%. activation, % at 7.5 µM (by protocol). 300,000 compounds, 0.32% hits;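 active = mean activation of at least 10% of the iron chelator positive control signal, with at least half of replicates also reaching 10%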
PolyA inhibitor: yeast polyadenylation inhibition | S. cerevisiae SKY197-pL101 polyadenylation reporter, beta-gal luminescence; efflux-impaired pdr1/pdr3 knockout yeast; score 100 = 6 SD above DMSO | calls only at 12 µM | 300,000 compounds, 0.02% hits | AID 1875;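 active = lowest replicate activity score at least 50, where 100 means six control SD above control mean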;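 note: yeast exposed to compound for 9 h at 30 °C; higher score means more reporter readthrough which indicates perturbed polyadenylation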
TRPC6 activator: mouse TRPC6 channel activation. Q61143. HEK293-TRPC6 membrane potential dye fluorescence; active compounds read high. B-score at 10 µM. 310,000 compounds, 0.13% hits. AID 2550;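 active = B-score of the integrated fluorescence ratio above library mean plus 3 SD, and starting fluorescence ratio within library mean plus 5 SD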;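 note: higher score means more depolarization so channel activation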
MrgX1 PAM: human MrgX1 positive allosteric modulation, primary screen; Q96LB2; MrgX1-HEK293, Fluo-4 calcium flux, FDSS; active compounds read high; B-score at 10 µM; 310,000 compounds, 0.63% hits;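 active = plate-corrected calcium response at least 3 library SD above typical, normal starting fluorescence, not activating the receptor alone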;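 note: compound read alongside a low EC10 to EC30 dose of BAM8-22 agonist; peak minus trough fluorescence over baseline measured at the second addition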
TRPC4 act: opens the mouse TRPC4 cation channel; Q9QUQ5; HEK293 TRPC4beta/mu-opioid, Fluo4 calcium fluorescence; active compounds read high; B-score at 10 µM; 310,000 compounds, 0.49% hits; AID 2237;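 active = B-score above 5 SD of library B-scores, and initial fluorescence ratio not above library mean plus 5 SD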;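 note: positive B-score marks a calcium rise read as TRPC4 activation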
Target sequence (Q9QUQ5 whole entry, looked up): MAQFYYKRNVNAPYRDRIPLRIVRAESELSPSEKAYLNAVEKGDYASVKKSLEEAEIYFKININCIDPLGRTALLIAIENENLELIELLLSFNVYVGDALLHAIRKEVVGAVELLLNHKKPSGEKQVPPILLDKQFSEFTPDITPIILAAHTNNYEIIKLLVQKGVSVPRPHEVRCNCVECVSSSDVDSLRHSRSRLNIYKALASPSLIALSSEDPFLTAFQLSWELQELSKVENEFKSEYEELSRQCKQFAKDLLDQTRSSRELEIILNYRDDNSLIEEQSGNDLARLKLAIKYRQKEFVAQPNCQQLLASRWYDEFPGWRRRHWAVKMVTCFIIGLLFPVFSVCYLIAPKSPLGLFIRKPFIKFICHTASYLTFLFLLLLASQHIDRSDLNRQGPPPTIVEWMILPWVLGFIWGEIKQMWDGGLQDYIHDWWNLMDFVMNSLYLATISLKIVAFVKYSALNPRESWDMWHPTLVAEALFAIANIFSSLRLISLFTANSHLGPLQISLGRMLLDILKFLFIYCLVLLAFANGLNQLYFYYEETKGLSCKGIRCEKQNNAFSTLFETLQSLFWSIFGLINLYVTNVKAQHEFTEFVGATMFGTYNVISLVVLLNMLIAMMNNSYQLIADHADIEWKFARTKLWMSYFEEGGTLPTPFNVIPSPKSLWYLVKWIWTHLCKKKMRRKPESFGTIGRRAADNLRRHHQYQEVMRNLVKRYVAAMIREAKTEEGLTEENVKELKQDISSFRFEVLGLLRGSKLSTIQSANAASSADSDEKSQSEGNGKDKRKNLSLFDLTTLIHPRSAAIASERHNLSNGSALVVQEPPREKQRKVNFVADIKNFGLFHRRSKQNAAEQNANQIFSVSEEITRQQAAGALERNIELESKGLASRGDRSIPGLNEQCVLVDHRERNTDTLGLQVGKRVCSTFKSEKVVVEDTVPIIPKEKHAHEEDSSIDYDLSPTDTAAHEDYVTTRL
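System – HEK293 cells stably co-expressing mouse TRPC4beta and mu-opioid receptor · Signal – Fluo4 calcium-sensitive dye fluorescence, kinetic, 1 Hz baseline · Benchmarks – buffer (low) and maximal DAMGO (high) · Read-out – B score of integrated fluorescence ratio per well · Incubation – dye loading 45 min room temperature, 110 s kinetic read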
AI-2 QS modul: modulates the Vibrio harveyi AI-2 quorum sensing system; Vibrio harveyi JMH597 AI-2 luminescence/OD600 ratio, 9 h; active compounds read low; strain lacks LuxN and CqsS sensors; 0 = neutral-control median; activity change, % at 7.5 µM; 300,000 compounds, 0.4% hits; AID 2094; in the data active = activity change below about -75%, passing the limit was not always enough;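 note: luminescence divided by OD600 gain over 9 h not by final OD600 alone; inactives centre near 13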
TRPC4 block: TRPC4 (mouse) channel inhibition | 300,000 compounds, 0.39% hits | Q9QUQ5 | B-score at 10 µM | HEK293 TRPC4beta/mu-opioid, DAMGO-evoked Fluo4 calcium flux; active compounds read low;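 active = B-score over 3 SD under the library average, no early fluorescence shift, positive overall ratio signal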
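test system = HEK293 cells with stable TRPC4beta plus mu-opioid receptor expression | detection = Fluo4 Ca2+ flux fluorescence | read-out = integrated fluorescence ratio relative to baseline, converted to per-well B score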
MrgX1 agonist: human MrgX1 receptor agonism, primary screen. MrgX1-HEK293 cells, Fluo-4 calcium fluorescence, agonist mode; active compounds read high. 310,000 compounds, 0.44% hits. AID 588627. B-score at 10 µM;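 active = calcium response B-score plate-corrected fluorescence ratio at least 3 library SD, with starting fluorescence B-score inside 5 SD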
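Material: MrgX1-expressing HEK293 cells / Dosing: compound as first of three additions / Incubation: overnight seeding, then 1 h dark dye loading / Signal: Fluo-4 NW calcium fluorescence / Evaluation: B-scored fluorescence response ratio / Benchmarks: positive and negative control wells on each plate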
MrgX1 antagonist: blocks BAM8-22 activation of human MrgX1 receptor; MRGX1-HEK293 calcium flux, Fluo-4, BAM8-22 antagonism; active compounds read low; B-score at 10 µM; 310,000 compounds, 1.3% hits; AID 588676;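 active = calcium-response B-score plate-corrected more than 3 library SD below zero, starting fluorescence within 5 deviations, no agonist response on first addition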;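 note: peak minus trough fluorescence over baseline after final BAM8-22 challenge near maximal dose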
TRPC4 potent: allosterically enhances the mouse TRPC4 cation channel; Q9QUQ5; HEK293 TRPC4beta/mu-opioid, DAMGO EC20, Fluo-4 Ca2+ flux; active compounds read high; B-score at 10 µM; 310,000 compounds, 0.42% hits; AID 2227;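 active = B-score of calcium response area above 5 SD of library B-scores, with initial fluorescence ratio within 5 SD of library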;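 note: B-score of integrated fluorescence ratio over time as area under calcium response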
An asterisk follows results filed as active; i = inactive; nt = no result given. Only part of the results is shown. The share of hits here may be higher or lower than overall.

Structure | TRPC6 inhibitor | HIF act | PolyA inhibitor | TRPC6 activator | MrgX1 PAM | TRPC4 act | AI-2 QS modul | TRPC4 block | MrgX1 agonist | MrgX1 antagonist | TRPC4 potent
CCn1c(=S)sc2c(=O)n(CC(=O)Nc3ccc(C(C)=O)cc3)c(C)nc21 | i | -0.3 | i | i | i | i | 36 | i | i | i | i
O=C(OCC(=O)N1CCCC1)c1c2c(nc3ccccc13)CCCCC2 | i | 1.0 | i | i | i | i | -14 | i | i | i | i
CC(C)Cn1c(SCC(=O)NC(=O)Nc2ccc3c(c2)OCCO3)nc2ccccc2c1=O | i | nt | i | i | i | i | 23 | i | i | i | i
CCCN1CCC(NC(=O)Nc2cccc3ccccc23)CC1 | i | 0.0 | i | i | i | i | 9 | i | i | i | i
O=C(/C=C/Nc1ccccc1O)c1ccco1 | i | -0.1 | i | i | i | i | 9 | i | i | i | i
Cc1ccc(Cl)cc1N1CCN(C(=O)c2cccc3c(=O)c(C)c(-c4ccccc4)oc23)CC1 | i | -0.2 | i | i | nt | i | 8 | i | nt | nt | 24*
O=C(Cn1cnc([N+](=O)[O-])n1)N/N=C/c1cccc(Cl)c1 | i | -0.6 | i | i | i | i | 10 | i | i | i | i
NC(=O)c1nsc(C(=O)N(CCc2ccccc2)C(C(=O)NC2CCCC2)c2ccco2)c1N (stereo not given) | i | -0.4 | i | i | i | i | 20 | i | i | i | i
CC(C)c1ccc(N(C(=O)c2ccco2)C(C(=O)NC2CCCC2)c2cccnc2)cc1 (stereo not given) | i | 1.0 | i | i | i | i | -3 | i | i | i | i
Cc1ccc2nc(-c3cccc(Br)c3)cc(C(=O)NC3=NCCS3)c2c1 | i | 1.5 | i | i | 31* | i | 12 | i | i | i | i

3 entries from above, arranged by number of heavy atoms, lowest first:
Structure | TRPC6 inhibitor | HIF act | PolyA inhibitor | TRPC6 activator | MrgX1 PAM | TRPC4 act | AI-2 QS modul | TRPC4 block | MrgX1 agonist | MrgX1 antagonist | TRPC4 potent
O=C(Cn1cnc([N+](=O)[O-])n1)N/N=C/c1cccc(Cl)c1 | i | -0.6 | i | i | i | i | 10 | i | i | i | i
CC(C)c1ccc(N(C(=O)c2ccco2)C(C(=O)NC2CCCC2)c2cccnc2)cc1 (stereo not given) | i | 1.0 | i | i | i | i | -3 | i | i | i | i
NC(=O)c1nsc(C(=O)N(CCc2ccccc2)C(C(=O)NC2CCCC2)c2ccco2)c1N (stereo not given) | i | -0.4 | i | i | i | i | 20 | i | i | i | i

New compounds follow:
Structure | TRPC6 inhibitor | HIF act | PolyA inhibitor | TRPC6 activator | MrgX1 PAM | TRPC4 act | AI-2 QS modul | TRPC4 block | MrgX1 agonist | MrgX1 antagonist | TRPC4 potent
COC(=O)c1ccc(Sc2ccc(C)cc2)c(N)c1 | i | 0.3 | i | i | i | i | -67 | i | i | i | i
O=C(CC12CC3CC(CC(C3)C1)C2)NCC(=O)N1CCCC1 | i | 0.0 | i | i | i | i | 26 | i | i | i | i
COC(=O)C1CCN(C(=O)C2CCCCC2)CC1 | i | -0.8 | i | i | i | i | 16 | i | i | i | i
COc1ccc(C(=O)COC(=O)COc2cc(C)cc(C)c2)cc1 | i | 0.3 | i | i | i | i | 17 | i | i | i | i
COC(=O)CCN(C(=O)C1C2CC3CC(C2)CC1C3)c1ccccn1 (stereo not given) | i | 0.5 | i | i | i | i | 22 | i | i | i | i
CCCCC(CC)C1OCC(C[N+]2(C)CCOCC2)O1 (stereo not given) | i | -0.2 | i | i | i | i | 10 | i | i | i | i
Cc1c(N2C(=O)C3C4C=CC(C5CC45)C3C2=O)c(=O)n(-c2ccccc2)n1C (stereo not given) | i | -0.2 | i | i | i | i | 2 | i | i | i | i
O=Cc1ccc(C(=O)OCC(=O)N2CCCC2)cc1 | i | -0.2 | i | i | i | i | 38 | i | i | i | i
CN(C)CCc1c[nH]c2ccc(C[C@H]3COC(=O)N3)cc12 | i | 0.1 | i | i | i | i | 3 | i | i | i | i
O=C(c1cc(COc2cccc(C(F)(F)F)c2)on1)N1CCC(c2ccncc2)CC1 | i | 2.5 | i | i | i | i | 21 | i | i | i | i
Cc1cc2ccccn2c1C(=O)c1ccc(C#N)cc1 | i | -0.9 | i | i | i | i | -10 | i | i | i | i
COc1ccccc1C1(O)CCN(CC(=O)Nc2nc(-c3ccccc3)cs2)CC1 | i | -1.2 | i | i | i | i | 27 | i | i | i | i
CC(=O)Nc1cccc(C(=O)OCc2ccc(C(=O)Oc3ccc(Cl)cc3)cc2)c1 | i | 0.7 | i | i | i | i | 1 | i | i | i | i
COc1ccc(C(C)=O)cc1COc1cccnc1[N+](=O)[O-] | i | 4.4 | i | i | i | i | 41 | i | i | i | i
Cc1cccc(NC(=O)CN2C(=O)NC(C)(c3ccc4ccccc4c3)C2=O)n1 (stereo not given) | i | -20 | i | i | i | i | 22 | i | i | i | i
Cn1c(SCC(=O)c2ccc(F)cc2)nnc1-c1cccnc1 | i | 0.1 | i | i | i | i | 92 | i | i | i | i
O=C(NCc1ccccc1)C(=O)NCC1OCCN1C(=O)c1ccc(Cl)cc1 (stereo not given) | i | 0.2 | i | i | i | i | 3 | i | i | i | i
Cc1ccc2nc(N(CCCN(C)C)C(=O)c3ccc4c(c3)CCCC4)sc2c1 | i | -1.5 | i | i | i | i | 5 | i | i | i | i
O=C(NC1CCCCC1)C1CCN(C(=O)c2ccc(Cl)cc2)CC1 | i | 0.0 | i | i | i | i | -2 | i | i | i | i
Cc1ccc(SC2CC(=O)N(c3ccc4c(c3)OCCO4)C2=O)cc1 (stereo not given) | i | -0.5 | i | i | i | i | 10 | i | i | i | i
O=C(c1noc2c1CCCC2)N1CCN(c2ccc(F)cc2)CC1 | i | 0.4 | i | i | i | i | 11 | i | i | i | i
CC(=O)N(C(C)=O)n1c(/C=C/c2ccc([N+](=O)[O-])cc2)nc2ccccc2c1=O | i | 0.3 | i | i | i | i | 35 | i | i | i | i
Cc1ccnc(NS(=O)(=O)c2ccc(NC(=O)/C=C/c3ccccc3)cc2)n1 | i | -0.3 | i | i | i | i | 35 | i | i | i | i
O=C(Nc1nnc(SCCN2CCOCC2)s1)C1CC(=O)N(c2ccccc2)C1 (stereo not given) | i | 0.5 | i | i | i | i | 12 | i | i | i | i
Cn1c(CNC(=O)CNS(=O)(=O)c2ccc(Cl)cc2)cc(=O)n(C)c1=O | i | -0.9 | i | i | i | i | 1 | i | i | i | i
Nc1ccc(N2CCCCC2)c(Cl)c1 | i | 0.1 | i | i | i | i | 31 | i | i | i | i
Cc1nn(C(C)(C)C)c(N)c1-c1ccccc1 | i | 0.5 | i | i | i | i | 25 | i | i | i | i
Cc1cc(NC(=O)CSc2nnc(-c3c[nH]c4ccccc34)n2-c2ccc(Cl)cc2)no1 | i | 0.5 | i | i | i | i | 33 | i | i | i | i
CC(Sc1nnc(-c2ccc(Cl)cc2)n1N)C(=O)NCC1CCCO1 (stereo not given) | i | 0.3 | i | i | i | i | 7 | i | i | i | i
CCOc1cc(C2C(C#N)=C(N)Oc3n[nH]c(C)c32)ccc1OCCN1CCOCC1 (stereo not given) | i | -0.6 | i | i | i | i | 19 | i | i | i | i
COCCN1C=C(C(=O)OC)C(c2ccccc2Cl)C(C(=O)OC)=C1 | i | 0.2 | i | i | i | i | 38 | i | i | i | i
CCOc1ccc(C(=O)NCC(=O)OCc2c(F)cccc2Cl)cc1 | i | 0.3 | i | i | i | i | 14 | i | i | i | i
CCN(CC)c1ncnc2sc(C(=O)N3CCN(c4ccccc4)CC3)c(C)c12 | i | 0.3 | i | i | i | i | 27 | i | i | i | i
CCOc1ccc(N(CC(=O)NCCOc2ccccc2OC)S(=O)(=O)c2ccccc2)cc1 | i | -0.1 | i | i | i | i | -1 | i | i | i | i
COc1ccc(NC(=S)NNC(=O)OC(C)(C)C)cc1OC | i | -0.3 | i | i | i | i | 29 | i | i | i | i
CCn1c(CNC(=O)c2ccccc2F)nnc1SCC(=O)NC1CCCCC1 | i | -0.4 | i | i | i | i | 24 | i | i | i | i
COc1ccc(CCNC(=O)CSc2nc(N)cc(=O)[nH]2)cc1OC | i | -0.1 | i | i | i | i | 12 | i | i | i | i
CCCCCC(=O)N1CCN(S(=O)(=O)c2ccc3c(c2)OCCO3)CC1 | i | 0.6 | i | i | i | i | 1 | i | i | i | i
CC(C)(C)n1nnnc1C(c1cccc(C#N)c1)N1CCC(Cc2ccccc2)CC1 (stereo not given) | i | 0.1 | i | i | i | i | 46 | i | i | i | i
CC1(CC(=O)N/N=C/c2ccc(-c3cccc(C(F)(F)F)c3)o2)OCCO1 | i | -1.3 | i | i | i | i | 25 | i | i | i | i
Cn1cccc1CC(=O)N/N=C/C(Cl)=C/c1ccccc1 | i | -0.4 | i | i | i | i | 3 | i | i | i | i
Cc1ccc(CCN2CC(C(=O)O)CC2=O)cc1 (stereo not given) | i | -1.6 | i | i | i | i | 2 | i | i | i | i
O=C1NC2(CCc3ccccc3C2)C(=O)N1CCOc1cccc(Cl)c1 (stereo not given) | i | 1.0 | i | i | i | i | 26 | i | i | i | i
COc1cc(/C=C(/NC(=O)c2ccccc2)C(=O)N2CCOCC2)c([N+](=O)[O-])cc1OC | i | 0.0 | i | i | i | i | 18 | i | i | i | i
CCC(=O)/C(=C(/O)c1ccccc1)c1nc2ccccc2[nH]1 | i | 0.4 | i | i | i | i | 30 | i | i | i | i
CCN(CC)c1ccc(NC(=O)C2CC(=O)N(Cc3ccccc3)C2)cc1 (stereo not given) | i | -0.2 | i | i | i | i | -26 | i | i | i | i
CCC(SCC(=O)OC)C(=O)Nc1nnc(C(C)C)s1 (stereo not given) | i | 0.2 | i | i | i | i | -1 | i | i | i | i
Cc1cc(C)nc(NN=C2CCCC2)n1 | i | -0.1 | i | i | i | i | 12 | i | i | i | i
CC(C)(CO)NCC#Cc1ccccc1 | i | -1.4 | i | i | i | i | 31 | i | i | i | i
CCC(C(=O)Nc1ccc([N+](=O)[O-])cn1)c1ccccc1 (stereo not given) | i | -1.0 | i | i | i | i | 34 | i | i | i | i
CCC(=O)Nc1ccc(C(=O)c2ccccc2)cc1 | i | -0.1 | i | i | i | i | 8 | i | i | i | i

High-throughput results: PubChem, several laboratories
